Assay outcomes: PubChem BioAssay, several laboratories
TAAR1 ag: human TAAR1 agonism; activation, % at 3 µM; 0.99% of 360,000 active; CHO RD-HGA16 TAAR1, Fluo-8 calcium fluorescence; vehicle wells 0%, saturating PEA agonist 100%; Q96RJ0; AID 624467;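 active means activation above the mean activation of all test compounds in the run plus 3 SD, cut at about 38% in these data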
Target sequence (Q96RJ0 whole entry, looked up): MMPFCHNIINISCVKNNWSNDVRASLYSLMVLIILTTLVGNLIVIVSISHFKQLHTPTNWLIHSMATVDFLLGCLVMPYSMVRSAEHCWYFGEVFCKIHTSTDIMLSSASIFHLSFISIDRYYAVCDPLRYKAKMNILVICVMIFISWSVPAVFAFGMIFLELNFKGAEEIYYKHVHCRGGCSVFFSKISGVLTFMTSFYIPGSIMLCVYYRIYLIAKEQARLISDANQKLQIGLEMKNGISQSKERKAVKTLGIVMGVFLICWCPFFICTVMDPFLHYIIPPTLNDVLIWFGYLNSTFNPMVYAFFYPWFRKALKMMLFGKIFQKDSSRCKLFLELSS
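Assay system: CHO-derived RD-HGA16 cells with stable Gα16 and human TAAR1; timing: 17-24 h seeding, 75 min 37 °C dye, 30 min RT; read-out: % activation from peak over basal fluorescence ratio, DMSO-to-PEA scaled; measured by: kinetic Fluo-8 calcium fluorescence; benchmarks: low control DMSO, high control PEA (EC100); doses: 3 µM single concentration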
CRFBP-R2 block: blocks CRF-induced signaling of the CRF-BP/CRF-R2 complex; inhibition, % at 11.8 µM; AID 588475; HEK293 CRF-R2/CRF-BP, CRF-induced calcium fluorescence; 0.59% of 350,000 active;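 active means inhibition of the ligand-induced calcium signal above about 50% at the single tested concentration, limit read from the data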
CHRM4 PAM: CHRM4 positive allosteric modulation; P08173; CHO-K1 hM4/Gqi5, Fluo-8 calcium fluorescence, ACh EC20; 0% = ACh EC20, 100% = maximal ACh; activation, % at 3 µM; 0.4% of 360,000 active;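 active means activation above its plate's cutoff, the mean activation of sample wells plus 3 SD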; further: some results filed as inactive read as strong as hits
CHRM5 agonist: agonists of human muscarinic M5 receptor (CHRM5). P08912. activation, % at 3 µM. CHO-K1 hM5 cells, Fluo-8 calcium fluorescence; 0% DMSO wells, 100% maximal acetylcholine response. AID 624037. 0.19% of 360,000 active;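 active means activation above the run's mean over test compounds plus 3 SD, cut at about 23% in these data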;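 further: signal is peak over basal fluorescence ratio across the kinetic read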
Target sequence (P08912 whole entry, looked up): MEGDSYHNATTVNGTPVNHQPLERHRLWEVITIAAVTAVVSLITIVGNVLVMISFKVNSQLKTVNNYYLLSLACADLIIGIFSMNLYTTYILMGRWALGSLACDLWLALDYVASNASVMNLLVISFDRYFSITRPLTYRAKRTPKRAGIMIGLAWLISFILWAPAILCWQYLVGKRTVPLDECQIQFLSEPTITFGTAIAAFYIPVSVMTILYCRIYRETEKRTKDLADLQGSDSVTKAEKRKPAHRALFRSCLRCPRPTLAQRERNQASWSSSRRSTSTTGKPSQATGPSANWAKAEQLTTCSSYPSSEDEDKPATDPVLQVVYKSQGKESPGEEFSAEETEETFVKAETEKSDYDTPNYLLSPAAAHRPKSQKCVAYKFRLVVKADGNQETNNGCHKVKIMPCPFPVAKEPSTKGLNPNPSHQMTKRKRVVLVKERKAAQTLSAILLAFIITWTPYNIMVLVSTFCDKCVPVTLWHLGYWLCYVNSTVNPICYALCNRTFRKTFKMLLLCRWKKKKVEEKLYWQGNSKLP
TAAR1 antagonist: antagonists of human TAAR1; Q96RJ0; CHO RD-HGA16 TAAR1, Fluo-8 calcium fluorescence, antagonist; AID 624466; inhibition, % at 3 µM; 1.5% of 360,000 active;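 active means inhibition above a per-plate cutoff, the mean inhibition of test compounds on that plate plus 3 SD, cut at about 49% in these data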;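 further: 0% = DMSO plus EC80 beta-PEA response and 100% = DMSO alone without agonist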
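System: RD-HGA16 CHO cells with stable hTAAR1 and Gα16 | Probe or stimulus: EC80 β-phenethylamine stimulus | Dosing: 3 µM, single point | Times: Dye loading 75 min at 37 °C, then 30 min room temperature | Measured by: Fluo-8 calcium-sensitive fluorescence | Read-out basis: % inhibition of agonist calcium response | Replicates: n of 1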
CHRM5 PAM: CHRM5 positive allosteric modulation; P08912; CHO-K1 hM5, Fluo-8 calcium, ACh EC20 PAM; 0% = ACh EC20, 100% = ACh EC100; activation, % at 3 µM; 0.3% of 360,000 active;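 active means activation above the run cutoff, the mean activation of all test compounds plus 3 SD, cut at about 18% in these data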
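system = human M5 receptor in CHO-K1 cells | compound = one concentration, 3 µM final (nominal) | schedule = Post-acetylcholine fluorescence recording 140 s | signal = Fluo-8 calcium dye fluorescence, kinetic read | benchmarks = low control EC20 acetylcholine (0%), high control EC100 acetylcholine (100%) | repeats = singlicate, one well per test compound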
CRFBP-R2 agonist: agonists of human CRF-binding protein/CRF-R2 receptor complex. HEK293 CRF-R2/CRF-BP, calcium dye fluorescence (FLIPR); percent of saturating CRF peptide response. activation, % at 13.2 µM. 0.46% of 350,000 active. AID 588473;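 active means activation of at least 50%, plus an integration ratio under a set limit after plate pattern correction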;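 further: plate controls were neutral control wells without compound for no effect and CRF at EC100 for full effect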
CHO-K1 Ca PAM: M1 PAM counterscreen hit in parental CHO-K1 cells | ATP EC20, Fluo-8 calcium fluorescence; 0% at ATP EC20, 100% at ATP max | activation, % at 3 µM | 0.02% of 360,000 active;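 active means activation above the run cutoff, the mean activation of all test compounds plus 3 SD, cut at about 40% in these data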;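 further: peak over basal fluorescence ratio in a 140 s read after ATP addition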
M5 antag: CHRM5 antagonism in calcium assay. P08912. CHO-hM5 cells, Fluo-8 calcium fluorescence, ACh EC80. inhibition, % at 3 µM. 0.59% of 360,000 active. AID 624040;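 active means inhibition above a per-plate cutoff, the mean of that plate's test compounds plus 3 SD, cut at about 27% in these data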;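 further: 0% = acetylcholine EC80 with DMSO and 100% = DMSO without agonist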
Starred values were filed as active, the others as inactive; nt = no result given.

Each structure is followed by: TAAR1 ag, CRFBP-R2 block, CHRM4 PAM, CHRM5 agonist, TAAR1 antagonist, CHRM5 PAM, CRFBP-R2 agonist, CHO-K1 Ca PAM, M5 antag
1. CC(=O)Oc1cc(C)cc2oc(=O)cc(-c3ccccc3)c12
    -1, 4, -6, -24, -5, 2, -0.8, 9, 1
2. O=C(Nc1ccnn1C1CCN(Cc2cccc(OCCO)c2)CC1)C1CC1
    0, -3, -10, -8, 1, -7, 1.5, -25, 2
3. Cc1cc(C)n2nc(C(=O)OCCOc3ccc(Br)cc3)nc2n1
    5, -5, 3, 1, 13, 4, -0.6, 6, 1
4. COc1ccc2nc(NC(=O)CSc3nnc(C)n3N)sc2c1
    7, 5, -13, -5, -8, -7, -1.3, 3, 2
5. CCOC(=O)c1cccc(NC(=O)/C=C/c2cccc([N+](=O)[O-])c2)c1
    6, -42, 2, 1, 11, -6, -2.7, -7, 6
6. N#CC1=C(N)OC2=C(CC/C2=C\c2ccccc2)C1c1ccccc1 (stereo not drawn)
    64*, -349, -9, 2, 71*, -13, 300*, 2, 10
7. CC(C)(C)C(=O)Nc1cc(NC(=O)C(C)(C)C)cc(C(=O)Nc2c[nH]c(=O)[nH]c2=O)c1
    0, 2, -3, 3, -14, -2, -0.1, -8, 0
8. CC1(C)CC(=O)C(C=Nc2ccccc2Sc2ccccc2)=C(O)C1
    nt, -13, -11, -9, nt, -4, -1.4, 1, -2
9. CC(C)(C)NS(=O)(=O)c1ccc(CCC(=O)N2CCCC2)cc1
    2, 2, -4, -2, -3, -4, 2.6, 5, 13
10. COc1ccc(CCN(C)C(=O)c2ccc(COc3ccccc3)o2)cc1OC
    2, 4, 5, -2, 5, -4, -2.0, 10, 2

Each structure is followed by: TAAR1 ag, CRFBP-R2 block, CHRM4 PAM, CHRM5 agonist, TAAR1 antagonist, CHRM5 PAM, CRFBP-R2 agonist, CHO-K1 Ca PAM, M5 antag
11. COc1ccc2c(c1OC)C(=O)N(C(C)C(=O)O)C2=O (stereo not drawn)
    0, 3, 1, 1, 6, 5, 0.0, -11, 4
12. CCN(CC)C(=O)[C@H]1CC(CC(=O)NCC23CC4CC(CC(C4)C2)C3)C(=O)N2CCc3c([nH]c4ccc(OC)cc34)[C@]12C (stereo partly drawn)
    -1, 1, 3, 1, -32, 1, -3.5, 17, 0
13. C(=N\N1CCOCC1)/c1cccs1
    1, -3, 1, -1, 2, -2, -0.6, 11, -6
14. O=C(CCl)NC1(C(=O)O)CCCC1
    1, 14, 0, 0, 0, -1, 7.2, 5, 2
15. CCOc1ccc(NC(=O)CC2C(=O)N(c3ccc(OC)cc3)C(=O)N2Cc2ccc(OC)cc2)cc1 (stereo not drawn)
    5, 18, -8, 1, 44, -11, -1.2, 16, 6
16. Cc1ccc(C(C)C)c(OCC(=O)NNC(=O)C2CSC3(C)CCC(=O)N23)c1 (stereo not drawn)
    2, -6, 8, 0, -5, 3, 0.0, 12, -7
17. Cc1ccc(S(=O)(=O)N2CCCCC2C(=O)O)cc1 (stereo not drawn)
    0, -19, -5, 5, 15, 5, 10, 11, -1
18. Nc1nnc(SCc2ccc(F)cc2)s1
    7, 2, -6, 1, 2, -2, 0.6, -13, 6
19. CCC(C)NCC(=O)Nc1ccc([N+](=O)[O-])cc1C(=O)Nc1ccccc1F (stereo not drawn)
    1, 6, -6, -1, -4, -4, -1.3, 2, 11
20. COCCNC(=S)NC(=O)CC12CC3CC(CC(C3)C1)C2
    9, -8, 6, -2, 6, 1, 0.5, 20, -3

7 structures already listed, arranged by number of heavy atoms, lowest first:
Each structure is followed by: TAAR1 ag, CRFBP-R2 block, CHRM4 PAM, CHRM5 agonist, TAAR1 antagonist, CHRM5 PAM, CRFBP-R2 agonist, CHO-K1 Ca PAM, M5 antag
14. O=C(CCl)NC1(C(=O)O)CCCC1
    1, 14, 0, 0, 0, -1, 7.2, 5, 2
18. Nc1nnc(SCc2ccc(F)cc2)s1
    7, 2, -6, 1, 2, -2, 0.6, -13, 6
11. COc1ccc2c(c1OC)C(=O)N(C(C)C(=O)O)C2=O (stereo not drawn)
    0, 3, 1, 1, 6, 5, 0.0, -11, 4
4. COc1ccc2nc(NC(=O)CSc3nnc(C)n3N)sc2c1
    7, 5, -13, -5, -8, -7, -1.3, 3, 2
16. Cc1ccc(C(C)C)c(OCC(=O)NNC(=O)C2CSC3(C)CCC(=O)N23)c1 (stereo not drawn)
    2, -6, 8, 0, -5, 3, 0.0, 12, -7
7. CC(C)(C)C(=O)Nc1cc(NC(=O)C(C)(C)C)cc(C(=O)Nc2c[nH]c(=O)[nH]c2=O)c1
    0, 2, -3, 3, -14, -2, -0.1, -8, 0
12. CCN(CC)C(=O)[C@H]1CC(CC(=O)NCC23CC4CC(CC(C4)C2)C3)C(=O)N2CCc3c([nH]c4ccc(OC)cc34)[C@]12C (stereo partly drawn)
    -1, 1, 3, 1, -32, 1, -3.5, 17, 0

Next part.
Each structure is followed by: TAAR1 ag, CRFBP-R2 block, CHRM4 PAM, CHRM5 agonist, TAAR1 antagonist, CHRM5 PAM, CRFBP-R2 agonist, CHO-K1 Ca PAM, M5 antag
21. CN=c1sc(C(=O)Nc2ccccc2)c(C)n1C
    11, -1, 2, 0, 8, 8, 0.0, 6, -5
22. COc1ccc(NC(=O)CC2(CC(=O)O)CCCC2)cc1
    1, -2, 7, -2, 0, 1, -0.4, 9, 7
23. COc1cccc(Nc2nc(-c3cccs3)nc3ccccc23)c1
    1, -82, -5, -1, 15, -8, -0.4, 3, 10
24. COc1ccc(-c2cccc([C@H]3[C@@H]4C=CC[C@@H](C)[C@@H]4C(=O)N3Cc3ccccc3)c2)cc1
    -1, -4, -3, -1, -2, 4, 2.0, 9, -18
25. Cc1cc(NC(=O)CSc2ccc3nnc(-c4cccc(F)c4)n3n2)no1
    3, -7, 3, 2, -17, -3, -1.9, -5, 6
26. C/C(=N\O)C1(C)N(O)C(C)(C)C(c2ccc(F)cc2)=[N+]1[O-] (stereo not drawn)
    6, -4, -1, 2, -4, -1, -2.6, -2, 2
27. C=C1CCC[C@]2(C)C[C@H]3OC(=O)C(CN4CCOCC4)[C@H]3C[C@@H]12 (stereo partly drawn)
    29, 2, -1, -1, -4, -8, -1.7, -3, 18
28. CCCCOc1cccc(C(=O)N(Cc2ccccc2)C2CCS(=O)(=O)C2)c1 (stereo not drawn)
    1, -2, -1, -4, -7, 1, 0.5, 16, 6
29. CCc1c(C)c2nncn2[nH]c1=O
    18, -9, 9, 1, 3, 8, 0.3, 24, -2
30. ClCC1CSC(=NC23CC4CC(CC(C4)C2)C3)O1 (stereo not drawn)
    16, -20, 6, 1, 13, -11, 4.6, -14, 10

Whole records, looked up by structure. Values in the order: TAAR1 ag | CRFBP-R2 block | CHRM4 PAM | CHRM5 agonist | TAAR1 antagonist | CHRM5 PAM | CRFBP-R2 agonist | CHO-K1 Ca PAM | M5 antag
COc1cccc(Nc2nc(-c3cccs3)nc3ccccc23)c1 reads 1 | -82 | -5 | -1 | 15 | -8 | -0.4 | 3 | 10
Cc1cc(NC(=O)CSc2ccc3nnc(-c4cccc(F)c4)n3n2)no1 reads 3 | -7 | 3 | 2 | -17 | -3 | -1.9 | -5 | 6

(continued)
Each structure is followed by: TAAR1 ag, CRFBP-R2 block, CHRM4 PAM, CHRM5 agonist, TAAR1 antagonist, CHRM5 PAM, CRFBP-R2 agonist, CHO-K1 Ca PAM, M5 antag
31. COc1ccccc1-c1nn(-c2ccccc2)cc1C(=O)N1CCc2ccccc2C1
    16, 2, 16, -4, -8, -8, -2.4, -8, 4
32. O=C(CCCC(=O)Nc1ccccc1Br)N/N=C/c1c(F)cccc1Cl
    2, -18, 5, 0, -3, 0, -0.2, 25, -5
33. Cc1cc(C)cc(N(CCC#N)C(=O)CSc2nc3ccccc3c(=O)[nH]2)c1
    9, -20, -3, 10, -3, 5, 6.4, -1, 3
34. Clc1ccccc1COc1ccccc1-c1nnco1
    17, -2, -2, -10, -8, -3, 3.6, -6, -1
35. Nc1nonc1-n1nnc(C(=O)N/N=C/c2ccc3c(c2)OCO3)c1-c1ccccc1
    75*, -63, -5, 18, 7, 2, 2.8, 1, 6
36. COC(=O)c1cc(Br)c(=O)n(CCc2ccc(F)cc2)c1
    12, -1, 3, -5, 1, -2, -0.9, 11, -9
37. COc1cc(O)c(C(CC(=O)N2CCCCC2)c2cc(OC)c(OC)c(OC)c2)c(OC)c1 (stereo not drawn)
    20, 7, 15, 0, 2, 1, -1.0, 1, 7
38. COc1ccc(CSc2nnc(C)s2)cc1F
    8, -22, -16, -11, -12, -13, 1.4, 18, 16
39. COc1ccccc1C(NC(=O)C1CCN(CCOc2ccccc2)CC1)c1ccccn1 (stereo not drawn)
    0, nt, -4, -1, -26, -4, nt, 2, 3
40. O=C(CN1C(=O)COc2ccc(S(=O)(=O)N3CCCC3)cc21)NCc1ccccn1
    5, 7, 0, 1, -28, -2, -0.9, -7, 5

Each structure is followed by: TAAR1 ag, CRFBP-R2 block, CHRM4 PAM, CHRM5 agonist, TAAR1 antagonist, CHRM5 PAM, CRFBP-R2 agonist, CHO-K1 Ca PAM, M5 antag
41. COc1nccnc1NS(=O)(=O)c1ccc(NCc2cc(Br)ccc2O)cc1
    5, -12, -9, -1, 19, -2, 0.2, -4, 9
42. COc1ccc(NS(=O)(=O)c2cc(C(=O)O)ccc2C)cc1
    12, -2, 0, 1, 6, -2, 3.8, 6, 9
43. O=C(c1ccc(C#CC2(O)CCCCC2)cc1)N1CCOCC1
    6, 12, -2, 1, 0, 2, -1.9, 1, -4
44. Cc1cccc2cc(C#N)c(SCC(=O)Nc3ccccc3N3CCOCC3)nc12
    9, -9, -4, -3, 0, -1, 5.1, 4, 5
45. N#CCCn1cc(/C=N/NC(=O)c2ccncc2)c(-c2ccc(F)cc2)n1
    1, 10, -3, -1, 17, -2, -1.8, 9, 5
46. CCOC(=O)Cn1c(=O)c2c(nc3n2CCCN3CCc2ccccc2)n(C)c1=O
    1, -13, -5, 0, -12, 6, -0.7, 8, -4
47. COC(=O)[C@]1(C)N[C@H](CN(C)C(=O)c2ccc(C(C)(C)C)cc2)[C@@H]2C(=O)N(C)C(=O)[C@@H]21
    1, -14, 6, 0, -11, 0, -1.2, 14, -1
48. NS(=O)(=O)c1ccc(CCNC(=O)c2ccc(Cl)c(S(=O)(=O)N3CCCCCC3)c2)cc1
    10, -13, -7, 1, 49*, -31, -0.1, -21, 12
